Compound activity (PubChem BioAssay)
Menin MLL FP TR = menin-MLL binding inhibition, Texas Red mutant peptide | actives 0.23% (n = 270,000) | Menin + Texas Red MLL mutant peptide, fluorescence polarization | AID 1768 | Potency, µM (highest dose often 61.6 µM), inactives show top-dose FP activity change, negative = inhibition, hits mostly inhibitors; active = well fitted inhibition curve with a large enough effect in the polarisation, with a control signal flat, not every such curve was filed as active; inconclusive = small, poorly fitted or top-dose-only effect, or effect the other way, or a change in a side signal; inactive = no such curve, though single readings can be large or run the other way; the % refers to the polarisation; also: potency is read from the fitted curve at half-maximal effect; % of control where 0% means no effect; many of its hits are not listed in these tables
RORg inh = blocks mouse ROR gamma transcriptional activity. P51450. Drosophila S2 Gal4-RORgamma UAS-luciferase reporter, 20 h. Potency, µM (doses to about 53.6 µM), without a hit: at the top dose activity change, negative = inhibition, hits mostly inhibitors. actives 5.4% (n = 310,000). AID 2551; also: potency is read from the fitted curve at half-maximal effect; % is scaled to controls: 0 for no effect and ±100 for the full control effect; nearly all actives have a fitted effect of over 60% in size
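Using a luciferase readout, inhibitors were identified by reduced reporter activity in Drosophila cells coexpressing a copper-inducible Gal4–ROR gamma fusion and UAS-driven Photinus luciferase, incubated 20 hr after 700 uM copper sulfate.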
VP16 counter = Gal4-VP16 reporter inhibition counter-screen | Drosophila S2 Gal4-VP16 UAS-luciferase, luminescence, 20 h | Potency, µM (doses to about 53.6 µM), for inactives: at the highest dose activity, negative = inhibition, hits mostly inhibitors | actives 3.5% (n = 310,000);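 also: Gal4-VP16 expression switched on by copper sulfate through the metallothionein promoter; potency is read from the fitted curve at half-maximal effect; % is scaled to controls: 0 for no effect and ±100 for the full control effect; nearly all actives have a fitted effect of over 50% in size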
PKM2 act = PKM2 (human) enzyme activation | purified PKM2, Kinase-Glo ATP luminescence, activation; response scale: 0% is enzyme alone, no compound | Potency, µM (top dose mostly 57.5 µM), inactives show at the highest dose activation, hits mostly activators | actives 0.34% (n = 260,000) | AID 1631; also: potency is read from the fitted curve at half-maximal effect; % is scaled to controls: 0 for no effect and ±100 for the full control effect; nearly all actives have a fitted effect of over 55% in size
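ATP formation by purified human PK-M2, quantified via coupled luciferase luminescence after 1 h at room temperature with 0.1 mM ADP and 0.5 mM PEP final.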
MBNL1-CUG inh = blocks human MBNL1 binding to CUG repeat RNA; Q9NR56; Potency, µM (top dose mostly 57.5 µM), for inactives: at the top dose activity change, negative = inhibition, most hits filed as inhibitors; TR-FRET MBNL1-His/biotin-(CUG)12 binding, 665/545 ratio; actives 0.036% (n = 280,000); active = well fitted inhibition curve with a large enough effect in the signal ratio, with a control signal flat, not every such curve was filed as active; inconclusive = small, poorly fitted or top-dose-only effect, or effect the other way, or a change in a side signal; inactive = no such curve, though single readings can be large or run the other way; the % refers to the signal ratio; also: potency is read from the fitted curve at half-maximal effect; % is scaled to controls: 0 for no effect and ±100 for the full control effect
Target sequence (Q9NR56 whole entry, looked up): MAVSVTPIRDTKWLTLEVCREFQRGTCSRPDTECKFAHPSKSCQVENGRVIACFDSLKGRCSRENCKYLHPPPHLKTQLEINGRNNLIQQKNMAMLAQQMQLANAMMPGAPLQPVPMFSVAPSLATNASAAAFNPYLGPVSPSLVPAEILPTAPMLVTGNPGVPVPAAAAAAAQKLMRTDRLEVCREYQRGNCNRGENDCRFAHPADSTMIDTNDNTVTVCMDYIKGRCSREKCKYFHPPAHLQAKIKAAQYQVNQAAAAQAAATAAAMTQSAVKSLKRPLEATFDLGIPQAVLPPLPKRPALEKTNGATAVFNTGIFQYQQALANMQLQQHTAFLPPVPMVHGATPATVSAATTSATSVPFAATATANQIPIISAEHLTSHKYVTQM
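TR-FRET between His-tagged MBNL1 and biotin-(CUG)12 RNA, detected with Tb anti-His antibody (0.055 ng/ul) and streptavidin-XL665 (5 nM), 60 min at room temperature. Compounds titrated 92 nM to 58 uM; 665/545 nm ratio normalized to buffer and complex controls.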
Mito fusion act = blocks mitochondrial division or promotes mitochondrial fusion | Potency, µM (highest dose often 46.1 µM), without a hit: top-dose growth rescue (activation), actives largely listed as activators | actives 0.23% (n = 320,000) | S. cerevisiae fusion-defective mutant growth rescue, CellTiterGlo 48 h;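 also: potency is read from the fitted curve at half-maximal effect; % of control where 0% means no effect; nearly all actives have a fitted effect of over 45% in size; temperature-sensitive fusion mutants such as fzo1-1 at 37 °C on non-fermentable ethanol glycerol medium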
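Growth-rescue viability read-out: after 48 h at the non-permissive 37C in glycerol/ethanol YPEG, yeast mitochondrial fusion mutants are measured by CellTiterGlo luminescence; compounds (23 nl pinned per well) restoring growth score as division inhibitors or fusion activators.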
NPC1 promoter act = activators of NPC1 promoter. Potency, µM (titrated, usually from 9.22 µM), for the others: at the highest dose activation, most hits filed as activators. actives 2.4% (n = 320,000). Huh7 NPC1 promoter luciferase reporter, 24 h;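 also: potency is read from the fitted curve at half-maximal effect; % of control where 0% means no effect; nearly all actives have a fitted effect of over 60% in size; reporter is driven by a mutant NPC1 promoter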
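Quantitative HTS used a cell-based reporter: Huh7 cells stably bearing the NPC1 promoter upstream of luciferase were treated with compounds for 24 h, and promoter activation was read as luminescence.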
ELG1 DNA repair = ELG1-dependent DNA repair inhibition | HEK293T ELG1-luciferase reporter, luminescence, 16 h; DNA damage induced by 5-fluorouridine | Potency, µM (top dose mostly 46.1 µM), for the others: at the top dose activity change, negative = inhibition, usual class: inhibitors | actives 2.3% (n = 330,000); also: potency is read from the fitted curve at half-maximal effect; % is scaled to controls: 0 for no effect and ±100 for the full control effect; nearly all actives have a fitted effect of over 55% in size
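Overnight (16 hr) co-exposure of 2,000 cells/well to 5-fluorouridine and compound at 37 °C preceded detection. Luciferase was quantified via ONE-Glo luminescence; loss of signal denotes inhibition.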
FLuc modulator = counter-screen for miR-21 project: firefly luciferase inhibitors or activators. P08659. Potency, µM (series often up to 57.5 µM), for the others: at the top dose activity change, negative = inhibition, actives largely listed as inhibitors. purified FLuc, Km substrates, luminescence inhibition. actives 6.9% (n = 360,000);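 also: potency is read from the fitted curve at half-maximal effect; plate controls were vehicle for no effect and reference inhibitor for full effect; nearly all actives have a fitted effect of over 55% in size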
Target sequence (P08659 whole entry, looked up): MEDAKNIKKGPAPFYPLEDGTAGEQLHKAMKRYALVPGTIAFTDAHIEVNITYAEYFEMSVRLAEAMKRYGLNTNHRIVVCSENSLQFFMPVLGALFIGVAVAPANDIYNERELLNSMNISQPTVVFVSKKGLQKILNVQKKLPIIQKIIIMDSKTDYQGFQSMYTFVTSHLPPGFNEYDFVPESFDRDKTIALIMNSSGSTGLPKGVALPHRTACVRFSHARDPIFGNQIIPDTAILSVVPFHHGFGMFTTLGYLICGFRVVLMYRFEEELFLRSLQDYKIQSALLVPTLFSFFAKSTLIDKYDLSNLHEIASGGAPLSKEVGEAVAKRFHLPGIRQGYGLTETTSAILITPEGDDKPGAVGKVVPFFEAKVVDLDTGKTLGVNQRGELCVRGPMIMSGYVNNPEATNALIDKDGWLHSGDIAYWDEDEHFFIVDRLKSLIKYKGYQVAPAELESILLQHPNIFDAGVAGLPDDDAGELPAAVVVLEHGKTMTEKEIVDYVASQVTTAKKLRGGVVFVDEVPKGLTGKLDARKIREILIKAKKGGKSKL
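Purified P. pyralis luciferase (10nM final) with 10uM D-luciferin and 10uM ATP (Km levels) in 50mM Tris acetate pH 7.5, 10mM Mg acetate, 0.01% Tween-20, 0.05% BSA; qHTS 6-point titration, ~60 µM downward; luminescence read.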
KCNH2 3.1 block = KCNH2 3.1 (human) potassium channel inhibition; U2OS KCNH2 3.1, thallium flux FluxOr; stronger effect = lower value; activity change, % (tested at about 1.8 µM); actives 0.95% (n = 340,000); AID 720553;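 active = maximum activity change below -70%; inconclusive = maximum activity change from -70% to -50%; inactive = maximum activity change above -50%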;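 also: thallium influx rate constant from kinetic fluorescence after stimulation buffer; % is scaled to controls: 0 for no effect and ±100 for the full control effect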
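Kinetic fluorescence (2 min after stimulation buffer) measures Tl+ influx through KCNH2 3.1 expressed by viral transduction in U2OS cells; the rate constant is normalized against DMSO controls serving as positive and negative references.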
Rab9 promoter act = activators of Rab9 promoter; Huh7 Rab9 promoter-luciferase reporter, luminescence, 24 h; Potency, µM (series often up to 9.22 µM), inactives show at the top dose activation, negative = inhibition, actives largely listed as activators; actives 2.8% (n = 320,000); AID 485297; also: potency is read from the fitted curve at half-maximal effect; % of control where 0% means no effect; nearly all actives have a fitted effect of over 60% in size
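Cells were plated at 1500 per well in reduced-serum medium with 10% FBS and left 2 h. Compound in DMSO was then added for 24 h at 37 °C. Reporter signal was read by luminescence after 10 min with luciferase detection reagent.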
The depositor's hits bear a star; ? = inconclusive; . = no result given; & = joins results of further samples; [ ] = remark or other dose. Unless noted, calls follow the shape of the dose curve; as a rule, active = well fitted curve in the direction sought with a large enough effect; inconclusive = small, poorly fitted or top-dose-only effect, or another doubt; inactive = no such curve, though single readings can be large; an effect the other way counts as inactive or inconclusive. These rows are one share of the data. The share of hits here may be higher or lower than overall.

Value order: Rab9 promoter act, PKM2 act, FLuc modulator, MBNL1-CUG inh, KCNH2 3.1 block, VP16 counter, RORg inh, ELG1 DNA repair, Mito fusion act, NPC1 promoter act, Menin MLL FP TR
COc1cc(C(=O)N2CC(C)OC(C)C2)c([N+](=O)[O-])cc1OC (centres undefined)
  -1.4%, 3.0%, 4.4%, 11.3%, 6.4, -2.1%, 7.3%, 17.8%, 3.9%, -0.4%, 5.2%
CC(C)n1nc(C(=O)Nc2nnc(SCc3c(Cl)cccc3Cl)s2)c2ccccc2c1=O
  -4.0%, -4.1%, -1.5%, -0.1%, ?, ?, ?, 2.6%, 3.4%, -1.5%, -0.4%
Oc1ccc(NCc2ccccc2OCc2ccccc2)cc1
  -2.8%, 12.5%, ?, ., ., ?, ?, ?, 1.1%, -2.9%, ?
Cc1ccc(NC(=O)CC(C)S(=O)(=O)c2ccc3c(c2)NC(=O)CO3)c(Cl)c1 (centres undefined)
  1.2%, ., 0.0%&5.6%, 1.0%, 15.0, 1.2%, 5.9%, -22.7%, -1.5%, -0.7%, .
CCN(c1ccccc1)S(=O)(=O)c1ccc(OC)c(NC(=O)CNCCc2ccccc2)c1
  -4.6%, -3.4%, -0.8%, -7.6%, 12.9, -5.5%, -32.4%, ?, 2.8%, -1.3%, 0.7%
NC(=O)C1CCCNC1 (centres undefined)
  -3.1%, -9.8%, -1.4%, 0.8%, -6.6, 5.5%, 1.1%, 14.2%, -0.1%, 1.4%, -9.4%
CCCn1nc2cc(C(=O)NCC34CC5CC(CC(C5)C3)C4)ccc2c1OCC
  -6.3%, -11.4%, -16.9%, 1.6%, ., -25.8%, -6.6%, ?, 15.4%, 1.8%, -1.8%
CCOC(=O)COc1cc(N)c(Cl)cc1Cl
  10.7%, 2.5%, ?, ., -2.8, -8.4%, -6.7%, -12.9%, -5.7%, 3.1%, 5.9%
CCOC(=O)C1CCCN(C(=O)C(CCSC)NC(=O)COc2ccccc2)C1 (centres undefined)
  -5.7%, ., -0.6%, ., 3.0, ., ., 5.2%, -9.2%, -3.8%, .
COc1ccc(C(=O)NNC2=C(C(=O)C(F)(F)F)CCC2)cc1
  -0.7%, -0.1%, -1.6%, ., -15.9, ?, 14.1µM*, ?, -6.7%, -4.5%, .
CC1CC(C)CN(C(=O)c2cccc(S(=O)(=O)N3c4ccccc4CC3C)c2)C1 (centres undefined)
  -0.9%, ., 1.4%, ., -39.4, ., ., 1.0%, 15.0%, -5.5%, .
COC(=O)[C@@H](Cc1c[nH]c2ccccc12)NC(=O)c1cc(=O)[nH]c2ccccc12
  1.6%, -3.4%, 0.4%, -8.2%, -4.6, -21.0%, -38.0%, ?, -4.0%, -0.8%, .
CC1CCCCN1C(=O)COC(=O)c1cc(-c2cccs2)nn1-c1ccccc1 (centres undefined)
  -2.4%, ., 1.0%, ., 5.4, ., ., -3.6%, 20.1%, 0.6%, .
O=C(NC1CCCC1)C(c1cccnc1)N(C(=O)c1csnn1)C1CCCC1 (centres undefined)
  -6.2%, 0.0%, 0.6%, 11.4%, -21.1, -4.6%, -17.5%, 7.1%, -2.6%, 0.2%, -12.8%
Cc1ccc(Oc2ccccc2/C=N/O)cc1
  -1.7%, 3.8%, 0.3%, 3.0%, -1.5, -5.0%, -23.6%, -15.6%, 15.0%, 0.8%, 1.1%
CC(C)(C)C(=O)N1CCC[C@@]1(CO)C(=O)O
  1.2%, 0.8%, 4.1%, 1.8%, -4.8, -1.2%, -2.8%, 1.8%, -2.5%, -3.2%, -16.2%
O=C(Cc1cccc2ccccc12)N/N=C/c1ccc(OC(=O)/C=C/c2ccco2)cc1
  -5.0%, 5.8%, 3.0%, -1.6%, -13.0, -16.3%, ?, ?, -6.1%, 1.1%, -7.2%
Cc1cccn2c(=O)c3cc(C(=O)NCCN4CCOCC4)c(=N)n(CCN4CCOCC4)c3nc12
  -5.5%, ., -1.3%, ?, 7.3, -3.8%, -17.2%, 18.6%, 2.6%, -1.6%, .
Cc1ccc(CC(=O)NCc2ccc(Cl)cc2)cc1
  -34.6%[inhibitor], 0.2%, 3.3%, -0.4%, 6.0, 9.2%, 2.9%, -5.0%, -0.5%, -33.9%[inhibitor], ?
Cc1ccc(Nc2ccc([N+](=O)[O-])cn2)cc1Cl
  19.4%, 0.6%, -16.4%, 8.3%, -1.5, 16.3%, ?, ?, 8.4%, 5.0%, ?
CCOC(=O)c1c(NC(=O)COC(=O)c2ccncc2)sc(C)c1C
  -4.2%, -12.8%, -5.0%, -5.6%, -5.7, -9.9%, -0.8%, ?, -1.8%, -0.2%, -13.3%
CCOC(=O)C(=O)c1c(-c2ccc(C)cc2)nc2ccccn12
  10.2%, -1.3%, -12.9%, ?, -3.7, 5.9%, -31.6%, -4.9%, -4.2%, -4.9%, -7.1%
CC(C)(C)NC(=O)Nc1ccc(Br)cc1
  2.51µM*, 3.9%, 15.1µM*, -1.2%, 0.0, 1.7%, 4.6%, ?, -11.2%, ?, 32.9%[activator]
COc1ccc(S(=O)(=O)Nc2ccccc2SC)cc1C
  -0.7%, -0.8%, 14.8%, -4.4%, -3.5, ?, 11.9%, ?, 9.4%, -1.7%, -3.8%
COc1ccc(NC2CCCN(C(=O)c3c(C)noc3C)C2)cc1 (centres undefined)
  7.9%, -0.3%, 4.0%, -0.2%, 3.4, -3.3%, 9.9%, -3.0%, 1.3%, 6.6%, 1.3%
Cc1ccc(OCC(=O)N/N=C/c2cn(Cc3ccccc3)c3ccccc23)cc1
  0.0%, -2.1%, 2.6%, -6.8%, 16.7, 7.08µM*, 5.01µM*, -21.4%, -7.4%, -4.5%, -12.4%
CC1CCCC(NC(=S)NC(=O)c2cncc(Br)c2)C1C (centres undefined)
  0.9%, -1.7%, -0.2%, ., 17.6, 5.62µM*, 2.82µM*, -8.9%, 19.6%, -4.5%, -5.0%
O=C(C1CCC1)N1CCc2cc(S(=O)(=O)NCc3ccccn3)ccc21
  2.7%, 17.2%, 0.2%, 3.3%, -2.8, 0.1%, -12.2%, -16.6%, -0.3%, -3.3%, -7.0%
Cc1ccc(S(=O)(=O)n2nc(C)cc2C)cc1
  0.8%, 4.7%, 2.9%, 7.4%, 19.4, 5.7%, -4.8%, -0.4%, -0.2%, 0.9%, -3.7%
CCN1CCN(CCNC(=O)C2CCCN(Cc3nc(-c4cccc(Cl)c4)oc3C)C2)CC1 (centres undefined)
  -7.7%, -12.8%, 0.2%, -7.7%, -7.0, 2.5%, 12.7%, ?, -5.9%, -0.4%, -13.7%
COC(=O)C1=C(C)NC(C)=C(C(=O)OC)C1c1ccccc1OCc1c(C)no[n+]1[O-]
  3.7%, -0.6%, 4.8%, 10.7%, -2.6, 3.3%, 23.0%, -1.0%, 7.9%, -0.2%, 3.9%
CCOC(=O)C(NC(C)=O)(N1CCc2ccccc2C1)C(F)(F)F (centres undefined)
  -7.8%, -2.1%, 1.1%, 2.4%, 7.4, -1.8%, -8.1%, -11.4%, 3.3%, -3.3%, 1.3%
Cc1ccnc2nc(C(=O)Nc3nccs3)nn12
  22.4%, 2.2%, -18.6%, 4.5%, -8.8, -29.0%, ?, ?, 0.0%, 20.6%, .
CC1CCCCC12NC(=O)N(CC(=O)Nc1ccccc1-c1ccccc1)C2=O (centres undefined)
  10.6%, 6.4%, -1.8%, -3.8%, 0.6, ?, 2.2%, -9.8%, 4.0%, -0.1%, 2.0%
